Fam108B counter: counter-screen for RBBP9 inhibitors: inhibitors of mouse Fam108B; recombinant Fam108B, FP-Rh probe fluorescence polarization; inhibition, % at 9.51 µM; hit rate 0.33% among 300,000; AID 1947;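 active means inhibition above the screen mean inhibition plus 3 SD, computed separately per campaign, cut at about 18% in these data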;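 further: inhibitors lower polarization as less probe binds the enzyme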
LYPLA1 inh: counter-screen for PME1 inhibitors: inhibitors of human LYPLA1 | recombinant LYPLA1, FP-Rh probe fluorescence polarization | inhibition, % at 5.9 µM | O75608 | AID 2174 | hit rate 0.16% among 320,000;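 active means inhibition above the mean of all tested compounds plus 3 SD, set per campaign, cut at about 14% in these data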;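 further: inhibitors block serine hydrolase probe labeling of LYPLA1 so polarization falls; 0% = enzyme with DMSO and 100% = wells lacking LYPLA1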
GSTO1 inh: blocks human GSTO1 in RBBP9 counter-screen. recombinant GSTO1, activity-based probe fluorescence polarization. inhibition, % at 5.96 µM. P78417. AID 1974. hit rate 1.1% among 300,000;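 active means inhibition above the campaign mean inhibition plus 3 SD, cut at about 35% in these data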;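 further: 0% = GSTO1-1 with DMSO and 100% = wells lacking GSTO1-1 enzyme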
Target sequence (P78417 whole entry, looked up): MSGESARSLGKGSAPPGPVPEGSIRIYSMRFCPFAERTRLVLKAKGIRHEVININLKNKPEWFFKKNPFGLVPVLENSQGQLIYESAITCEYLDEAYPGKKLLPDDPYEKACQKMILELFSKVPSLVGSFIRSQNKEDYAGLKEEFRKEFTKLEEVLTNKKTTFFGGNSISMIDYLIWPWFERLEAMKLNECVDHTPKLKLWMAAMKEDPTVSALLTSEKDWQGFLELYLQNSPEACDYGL
PAFAH1B2 inh: PAFAH1B2 (human) inhibition | AID 492953 | recombinant PAFAH1B2, FP-rhodamine activity probe, fluorescence polarization | inhibition, % at 3.39 µM | hit rate 1.2% among 340,000 | P68402;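 active means inhibition above the mean of all tested compounds plus 3 SD, cut at about 24% in these data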;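 further: 0% = enzyme with DMSO and 100% = wells lacking PAFAH1B2; many of its hits are not listed in these tables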
PAFAH1B3 FP inh: blocks human PAF acetylhydrolase 1B catalytic subunit 3 | Q15102 | recombinant PAFAH1B3, FP-rhodamine probe, fluorescence polarization | inhibition, % at 3.39 µM | hit rate 0.28% among 340,000 | AID 492972;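 active means inhibition above the screen-wide average of all tested compounds plus 3 SD, cut at about 25% in these data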;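 further: 0% = enzyme with DMSO only and 100% = wells lacking PAFAH1B3 protein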
PME-1 primary: blocks human protein phosphatase methylesterase 1 | Q9Y570 | recombinant PME-1, FP-Rh probe fluorescence polarization | inhibition, % at 5.9 µM | hit rate 0.53% among 320,000;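 active means inhibition above the campaign mean of all compounds plus 3 SD, cut at about 26% in these data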;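 further: competitive labeling of PME-1 active site by serine hydrolase directed probe; 0% = PME-1 with DMSO and 100% = wells lacking PME-1 enzyme; inhibitors block probe labeling so polarization falls and inhibition rises; many of its hits are not listed in these tables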
Target sequence (Q9Y570 whole entry, looked up): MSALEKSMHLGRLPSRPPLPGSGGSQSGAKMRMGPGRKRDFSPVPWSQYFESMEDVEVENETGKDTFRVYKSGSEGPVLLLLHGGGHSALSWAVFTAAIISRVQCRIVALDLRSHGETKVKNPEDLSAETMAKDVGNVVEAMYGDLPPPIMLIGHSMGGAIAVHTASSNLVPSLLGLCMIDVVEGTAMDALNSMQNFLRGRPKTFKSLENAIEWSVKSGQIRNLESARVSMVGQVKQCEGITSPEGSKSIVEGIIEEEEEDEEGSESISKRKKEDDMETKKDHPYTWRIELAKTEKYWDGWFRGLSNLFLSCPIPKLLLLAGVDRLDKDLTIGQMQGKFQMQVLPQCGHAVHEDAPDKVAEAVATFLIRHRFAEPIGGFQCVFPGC
PAD4 FP inh: blocks human protein arginine deiminase 4; AID 485272; inhibition, % at 6.36 µM; recombinant PAD4, RCA probe fluorescence polarization; Q9UM07; hit rate 0.41% among 330,000;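 active means percent inhibition above a cutoff equal to the mean of all tested compounds plus 3 SD, cut at about 15% in these data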;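 further: 0% = PAD4 with RCA probe and DMSO and 100% = probe without PAD4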
PAFAH2 FP inh: inhibitors of human PAFAH2; Q99487; recombinant PAFAH2, FP-rhodamine activity probe, fluorescence polarization; inhibition, % at 3.39 µM; hit rate 0.99% among 340,000; AID 492956;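 active means inhibition above the mean over all tested compounds plus 3 SD, cut at about 30% in these data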;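 further: inhibitors block probe labeling of enzyme so polarization drops; 0% = enzyme with DMSO and 100% = wells lacking PAFAH2 protein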
pPAFAH FP inh: pPAFAH (human) enzyme inhibition; Q13093; recombinant pPAFAH, FP-rhodamine probe fluorescence polarization; inhibition, % at 3.39 µM; hit rate 1.5% among 330,000; AID 463082;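 active means inhibition above the mean inhibition across the screen plus 3 SD, cut at about 25% in these data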;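 further: inhibitors block binding of the rhodamine activity-based probe so polarization drops; 0% = enzyme with DMSO and 100% = wells lacking pPAFAH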
Target sequence (Q13093 whole entry, looked up): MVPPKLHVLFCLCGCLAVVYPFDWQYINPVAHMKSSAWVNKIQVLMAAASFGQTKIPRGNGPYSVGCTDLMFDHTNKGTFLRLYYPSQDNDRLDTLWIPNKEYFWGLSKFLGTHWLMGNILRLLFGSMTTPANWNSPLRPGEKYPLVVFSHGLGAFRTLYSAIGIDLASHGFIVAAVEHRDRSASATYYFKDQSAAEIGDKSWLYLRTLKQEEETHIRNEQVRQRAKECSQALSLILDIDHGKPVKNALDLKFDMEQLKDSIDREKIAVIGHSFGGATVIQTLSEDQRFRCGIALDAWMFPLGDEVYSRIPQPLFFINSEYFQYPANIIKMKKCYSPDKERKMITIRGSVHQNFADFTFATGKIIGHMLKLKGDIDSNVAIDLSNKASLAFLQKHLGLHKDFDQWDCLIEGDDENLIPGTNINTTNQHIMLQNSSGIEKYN
* marks the source's active call; other numbers are inactive results; . = no result given.

SMILES | Fam108B counter | LYPLA1 inh | GSTO1 inh | PAFAH1B2 inh | PAFAH1B3 FP inh | PME-1 primary | PAD4 FP inh | PAFAH2 FP inh | pPAFAH FP inh
CCOC(=O)c1oc2ccccc2c1CSc1nnnn1-c1ccc(C)cc1 | -7 | -3 | 5 | 12 | 9 | 1 | -2 | 2 | 3
COc1ccc(OCC(O)Cn2cnc(-c3ccc(Br)cc3)c2)cc1 (stereo not drawn) | 1 | -1 | 11 | 8 | 0 | -6 | 0 | 9 | 4
COC(=O)c1ccc(OCC(O)CN2CCN(C(=O)c3ccco3)CC2)c(OC)c1 (stereo not drawn) | -2 | -2 | 13 | 8 | 6 | -5 | 2 | 1 | 1
O=C(CN1C(=O)NC(c2ccccc2)(c2ccccc2)C1=O)NCC(=O)Nc1ccc(F)cc1 | . | 0 | . | 6 | 1 | -7 | -5 | -3 | -1
Cc1ccc(COc2ccsc2C(=O)NN)cc1 | -1 | -5 | 7 | 3 | -3 | -1 | 2 | 4 | 2
CCn1nc(C)c(CNC(=O)c2cc(COc3ccc(C)nc3)on2)c1C | 1 | -3 | -2 | 1 | 4 | -3 | 0 | 8 | 2
CCOC(=O)c1c(-c2ccc(F)cc2)csc1NC(=O)CCN1CCOCC1 | -1 | 1 | -2 | 2 | 5 | -7 | -2 | 5 | 12
CC(=O)c1cccc(N(C(=O)CNC(=O)c2ccco2)C(C(=O)NCc2ccco2)c2ccccc2)c1 (stereo not drawn) | -2 | 4 | -1 | -3 | 4 | 4 | -8 | 2 | 0
C=CCN1C(=O)/C(=C/c2ccc(O)cc2)S/C1=N/c1nccs1 | 7 | -4 | 0 | 1 | 0 | 6 | -1 | -6 | 10
CCCN(CC(=O)Nc1ccccc1C)C(=O)c1ccc(NC2CC2)c([N+](=O)[O-])c1 | -1 | 0 | 0 | 0 | 5 | 1 | -3 | -6 | 10
Cc1ccc(S(=O)(=O)NC(=O)c2cccc(N(C)C)c2)cc1 | . | . | . | 2 | 4 | . | -8 | 1 | -2
COC(=O)C(Cc1c[nH]c2ccccc12)N1CCS(=O)(=O)CC1 (stereo not drawn) | 3 | 3 | 10 | 7 | 8 | 5 | -2 | 2 | 5
COc1ccc(NC(=O)CCl)cn1 | 2 | 1 | 56* | . | . | 6 | 4 | . | 7
O=C(N/N=C/c1ccc2c(c1)OCO2)c1cc(-c2ccccc2Cl)nc2ccccc12 | -13 | -13 | -7 | -2 | 4 | -18 | 0 | 8 | -3
COCCNC(=O)C1CCC(CNS(=O)(=O)c2ccc(F)cc2)CC1 (stereo not drawn) | -4 | -1 | -2 | -3 | 0 | 0 | 2 | 12 | 0
C/C(=N\NC(=O)C1COc2ccccc2O1)c1cc2ccccc2o1 (stereo not drawn) | 3 | 0 | 5 | 0 | -2 | 0 | -2 | 5 | -2
COc1ccc(C(C(=O)NC2CCCC2)N(Cc2ccc(C)cc2)C(=O)c2ccn[nH]2)cc1OC (stereo not drawn) | 4 | -5 | 0 | 4 | 6 | -8 | 3 | 3 | 0
O=C(Nc1ccc(Oc2ncccn2)cc1)c1ccco1 | 2 | -2 | 6 | 4 | 8 | -6 | -4 | 9 | 10
Cc1cccc(CN2CCC(CNC(=O)Nc3ccc(F)c(Cl)c3)CC2)c1 | 2 | 0 | -7 | 2 | 8 | -2 | -1 | -7 | -1
CN(CC(=O)Nc1ccc(N2CCOCC2)cc1)C(=O)CSc1ccc(F)cc1 | 1 | -1 | -3 | 4 | -1 | 4 | -6 | 7 | 4
COc1ccc2cc(S(=O)(=O)c3ccccc3)c(=O)oc2c1 | -2 | 3 | 6 | 2 | 5 | 2 | -2 | 5 | 0
CSc1ccc(NC(=O)Nc2ccccc2C(N)=O)cc1 | 2 | 0 | 3 | 4 | 1 | 0 | 5 | 4 | 11
CCC(=O)Nc1ccc(C(=O)Nc2ccc(OC)cc2[N+](=O)[O-])cc1 | 0 | -4 | 0 | -1 | 1 | -11 | -6 | -2 | -4
O=C(Cc1ccc(F)cc1)NC1CCSC1=O (stereo not drawn) | 1 | -1 | -2 | 1 | 7 | -4 | -5 | 4 | 1
Cc1ccc(C)c(OCC(=O)NCC2COc3ccccc3O2)c1 (stereo not drawn) | . | -1 | . | 2 | 8 | -7 | 0 | -4 | 1
Cc1cc(C(F)(F)F)nc(SCC(=O)NC2CCCCC2)n1 | 2 | 2 | 1 | 5 | 6 | -6 | 4 | -7 | 2
COc1ccccc1-c1nc2c3ccccc3nc(=S)n2[nH]1 | 2 | -1 | -12 | -2 | 7 | -5 | 5 | -3 | 5
COc1ccc(Nc2nc3cc(C)ccc3cc2C#N)cc1 | 2 | 2 | 0 | 1 | 5 | -1 | 2 | 1 | 3
O=C(COC(=O)c1ccccc1Nc1ccccc1)NCc1ccco1 | 2 | -2 | -11 | 2 | 3 | 2 | -2 | 1 | -3
O=S(=O)(Cc1ccccc1)N1CCN(Cc2ccc(Br)cc2)CC1 | 0 | 0 | 2 | 8 | -11 | 4 | -6 | -3 | 7
CCN1CCCC1CN(Cc1cc2ccc(C)cc2[nH]c1=O)C(=S)Nc1cccc(OC)c1 (stereo not drawn) | 1 | 5 | -1 | 0 | 0 | 6 | -5 | -2 | 2
COc1ccc(OC)c(C(C(=O)NC2CCCCC2)N(C(=O)c2ccccn2)c2cccnc2)c1 (stereo not drawn) | 1 | 1 | -5 | 0 | -5 | -1 | 2 | 1 | 3
COc1ccc(NC(=O)c2cc(-c3ccc(OC)c(OC)c3)on2)cc1OC | -4 | -2 | 3 | -4 | -2 | -2 | 2 | -16 | -1
CCc1cccc(C)c1NC(=S)N1CCCC1C(=O)O (stereo not drawn) | -1 | -2 | 0 | -5 | 2 | 6 | -4 | 2 | 2
CCCCC1(C(=O)OCC)NC(c2ccc(O)cc2)C2C(=O)N(c3ccccc3)C(=O)C21 (stereo not drawn) | -3 | 2 | 2 | 3 | 9 | 2 | -2 | 16 | 5
CCN1CCN(C(=O)c2cc(S(=O)(=O)Nc3ccc(S(C)(=O)=O)cc3)ccc2Cl)CC1 | 3 | 3 | -3 | -3 | 13 | -3 | -1 | 2 | 7
CCOc1ccc(NC(=O)/C(C=Nc2ccccc2)=C(\C)O)cc1 | 5 | -5 | 9 | 8 | -3 | 3 | 1 | 3 | 4
O=C(Nc1ccc2c(c1)OCCO2)C1CCN(S(=O)(=O)c2ccc3c(c2)OCCO3)CC1 | -2 | -5 | 3 | 1 | 2 | -4 | 0 | -2 | 3
CCCN(CCC)CCCNC(=O)c1cn(CC)c2ccc(S(=O)(=O)N3CCc4ccccc4C3)cc2c1=O | -2 | 0 | 13 | 2 | 4 | 16 | -1 | -4 | 3
COc1cccc(-c2c(C(=O)N/N=C/c3ccsc3)nnn2-c2nonc2N)c1 | 3 | -1 | 3 | 1 | 3 | 2 | 5 | -1 | 3
CCOc1ccc(CN(C(=O)c2cccs2)C2CCS(=O)(=O)C2)cc1 (stereo not drawn) | 4 | 0 | 1 | 2 | -1 | 1 | -1 | 2 | 5
COc1ccc(C/C(N)=N/OC(=O)c2ccco2)cc1OC | 7 | 2 | -5 | 4 | 5 | 2 | -4 | -1 | -2
C/C(=N\Nc1ncc(Cl)cc1Cl)c1cccs1 | -3 | 2 | -7 | 2 | 4 | 1 | -1 | -4 | 3
O=C(Nc1ccccc1)N1CCC(C(=O)N2CCCC(C(F)(F)F)C2)CC1 (stereo not drawn) | 0 | -1 | 7 | 3 | 3 | -2 | 4 | 2 | 3
CC(=O)c1sc(NC(=O)c2ccccc2F)nc1-c1ccccc1 | 0 | 0 | -22 | -1 | 2 | -9 | -5 | 3 | -4
COc1cccc(-c2nc(CS(=O)(=O)CC(=O)NCCC(C)C)c(C)o2)c1 | 0 | 1 | 1 | 4 | 3 | 1 | 2 | -1 | -3
O=C(O)c1ccn(Cn2cnc3ccccc32)n1 | 4 | -2 | 6 | 0 | -1 | -2 | 1 | -5 | 3
CC(=O)CSc1ncnc2sc3c(c12)CCC(C)C3 (stereo not drawn) | 1 | 0 | 1 | -6 | 4 | 1 | -4 | -2 | 9
O=C(CSc1n[nH]c(Cc2ccccc2)n1)Nc1ccccc1Br | 6 | -4 | -4 | 3 | 3 | 3 | 1 | -6 | -3
N#Cc1c(NCCN)nc(-c2ccco2)c2c1CCCC2 | -2 | -1 | 5 | 5 | 0 | 0 | 6 | 5 | 2
CC(C)CCN1CCN(C2CCN(c3ccc4c(c3)OCO4)CC2)CC1CCO (stereo not drawn) | -6 | 4 | -1 | -6 | 3 | 3 | -4 | 7 | -2
CCc1ccc2[nH]c(=O)c(CN(CC3CCCO3)C(=S)NCc3ccco3)cc2c1 (stereo not drawn) | -6 | -1 | -3 | -5 | 9 | 1 | 1 | -6 | 9
CCNC(=S)N/N=C/c1ccccc1[N+](=O)[O-] | -6 | 0 | 1 | -1 | 0 | 0 | 4 | 5 | -4
CCCCCC(=O)Nc1ccc(C(=O)COC(=O)CN2C(=O)NC3(CCCC3)C2=O)cc1 | 1 | -2 | -1 | 7 | 16 | -2 | -6 | 3 | 4
O=C(c1cc(C2CC2)nn1-c1ccccc1)N1CCN(S(=O)(=O)c2c(F)cccc2F)CC1 | . | -2 | . | 4 | 3 | -1 | -2 | -1 | 3
CC(C)CCOc1ccc(C2(C)NC(=O)NC2=O)cc1 (stereo not drawn) | -3 | -1 | 7 | 1 | -3 | 0 | 1 | -2 | 8
O=C(O)c1ccc(S(=O)(=O)NC2CC2)cc1 | 0 | -1 | 3 | 1 | 3 | 0 | 1 | -2 | 6
O=C(NCc1cccs1)c1cc(-c2ccccc2)on1 | 3 | -1 | 8 | -7 | 5 | -3 | 0 | 0 | -4
CCC(CC)N1CCN(S(=O)(=O)c2ccc(OC)cc2)CC1 | -3 | 1 | 1 | -2 | 9 | 4 | -4 | -2 | 3
Cc1[nH]nc2c1C(c1cccc(OC(=O)N3CCOCC3)c1)C(C#N)=C(N)O2 (stereo not drawn) | 1 | 3 | 0 | 4 | 3 | -2 | -2 | 2 | 7

(next part)
SMILES | Fam108B counter | LYPLA1 inh | GSTO1 inh | PAFAH1B2 inh | PAFAH1B3 FP inh | PME-1 primary | PAD4 FP inh | PAFAH2 FP inh | pPAFAH FP inh
O=C(COC(=O)CNC(=O)c1ccc(Cl)c([N+](=O)[O-])c1)NC(=O)c1ccccc1 | 4 | -2 | 1 | 5 | 10 | 1 | -7 | -2 | 5
Cc1ccccc1NC(=O)c1ccc(C)c(S(=O)(=O)Nc2cccnc2)c1 | 2 | 1 | 2 | -7 | 5 | 5 | -1 | 2 | 8
O=C(C/C=N\OCc1c(Cl)cccc1Cl)Oc1ccc(Cl)cc1Cl | -2 | -1 | -4 | 2 | 3 | -1 | -3 | 3 | 2
CN(C)c1ccc(/C=N/N=C2/SC(CC(=O)O)C(=O)N2c2ccc(O)cc2)cc1 (stereo not drawn) | -4 | 0 | 13 | 1 | -1 | -1 | 1 | -4 | 3

An excerpt from above in order of the PAD4 FP inh value, ascending:
molecule | PAD4 FP inh
O=C(COC(=O)CNC(=O)c1ccc(Cl)c([N+](=O)[O-])c1)NC(=O)c1ccccc1 | -7
O=C(C/C=N\OCc1c(Cl)cccc1Cl)Oc1ccc(Cl)cc1Cl | -3
CN(C)c1ccc(/C=N/N=C2/SC(CC(=O)O)C(=O)N2c2ccc(O)cc2)cc1 (stereo not drawn) | 1

Screens deposited in PubChem by The Scripps Research Institute Molecular Screening Center.

Not all compounds are listed (hit frequency here may not be typical).
